Screens: PubChem, National Center for Advancing Translational Sciences (NCATS)
TRHR PAM: TRH receptor (human) allosteric enhancement. TRHR cells, fluo-8 calcium fluorescence, EC20 TRH enhancement. enhancement, % at 2 µM. actives 0.66% (n = 360,000). AID 493056; in the data active = enhancement above about 30%; also: 0% is about no effect
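Enhancer read-out: after compound pinning and an initial kinetic agonist-mode read, an EC20 of TRH (10 nM final) was injected and fluo-8 calcium signal (Ex 480/Em 530) followed at 1 s/cycle for 100 cycles in TRHR-expressing cells.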
PI4K2A inh: inhibitors of human PI4K2A; Q9BTU6; purified PI4K2A, ADP-Glo luminescence, 1 h; active compounds read low; activity change, negative = inhibition, % at 76.9 µM; actives 0.13% (n = 420,000); in the data active = activity change below about -50%; inconclusive = mostly about -30% to -49%;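 also: -100% = wells without enzyme as full effect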
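PI4K2A activity was measured by ADP-Glo luminescence: enzyme (4 ug/mL stock) and phosphatidylinositol (1.2 mM stock) in Tris pH 7.5/MgCl2/EGTA/Triton X-100 buffer were reacted with ATP (300 microM stock) for one hour at ambient temperature.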
IDH1 R132H inh: inhibitors of human mutant IDH1 R132H; actives 0.093% (n = 390,000); Potency, µM (highest dose often 76.6 µM), for the others: at the highest dose activity change, negative = inhibition, most hits filed as inhibitors; AID 602179; O75874; IDH1-R132H enzyme, NADPH consumption, diaphorase/resazurin fluorescence; also: potency is read from the fitted curve at half-maximal effect; % is scaled to controls: 0 for no effect and ±100 for the full control effect; nearly all actives have a fitted effect of over 65% in size
Target sequence (O75874 whole entry R132H, stated change not applied): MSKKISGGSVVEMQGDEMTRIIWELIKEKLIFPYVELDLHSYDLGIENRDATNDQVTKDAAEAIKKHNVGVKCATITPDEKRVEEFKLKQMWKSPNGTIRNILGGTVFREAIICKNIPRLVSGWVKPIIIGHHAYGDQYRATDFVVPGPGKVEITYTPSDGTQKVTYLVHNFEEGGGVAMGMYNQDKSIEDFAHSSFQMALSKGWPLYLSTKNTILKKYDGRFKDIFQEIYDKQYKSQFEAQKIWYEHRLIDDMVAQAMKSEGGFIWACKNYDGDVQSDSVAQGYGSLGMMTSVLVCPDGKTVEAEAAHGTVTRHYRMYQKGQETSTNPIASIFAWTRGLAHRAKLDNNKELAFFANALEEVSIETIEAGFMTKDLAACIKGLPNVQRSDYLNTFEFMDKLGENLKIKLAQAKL
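IDH1-R132H (0.5 ug/mL dispensed) in pH 7.5 Tris buffer was preincubated 30 min with compound, then given a substrate mix of 0.016 mM NADPH and 2 mM alpha-KG for 80 min at room temperature; remaining NADPH was read by diaphorase/resazurin fluorescence.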
USP1-UAF1 inh: blocks the human USP1/UAF1 deubiquitinase complex | O94782 | recombinant USP1/UAF1, Ub-Rhodamine cleavage fluorescence | Potency, µM (top dose mostly 57.1 µM), for inactives: at the highest dose activity change, negative = inhibition, most hits filed as inhibitors | actives 0.23% (n = 390,000); also: potency is read from the fitted curve at half-maximal effect; % is scaled to controls: 0 for no effect and ±100 for the full control effect; nearly all actives have a fitted effect of over 60% in size; inactives centre near -12
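In this screen, compounds sit with the deubiquitinase complex (1nM) for 15 min at room temperature before Ub-Rho is added at 150nM final. Fluorescence rise is then followed for 6 reads every 60 seconds.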
TrxR1 substrate: substrates of rat thioredoxin reductase 1. O89049. purified TrxR1 substrate turnover, NADPH consumption readout. Potency, µM (top dose mostly 114 µM), inactives show at the highest dose activity change, negative = substrate turnover. actives 0.01% (n = 390,000); also: potency is read from the fitted curve at half-maximal effect; % is scaled to controls: 0 for no effect and ±100 for the full control effect; nearly all actives have a fitted effect of over 50% in size
Target sequence (O89049 whole entry, looked up): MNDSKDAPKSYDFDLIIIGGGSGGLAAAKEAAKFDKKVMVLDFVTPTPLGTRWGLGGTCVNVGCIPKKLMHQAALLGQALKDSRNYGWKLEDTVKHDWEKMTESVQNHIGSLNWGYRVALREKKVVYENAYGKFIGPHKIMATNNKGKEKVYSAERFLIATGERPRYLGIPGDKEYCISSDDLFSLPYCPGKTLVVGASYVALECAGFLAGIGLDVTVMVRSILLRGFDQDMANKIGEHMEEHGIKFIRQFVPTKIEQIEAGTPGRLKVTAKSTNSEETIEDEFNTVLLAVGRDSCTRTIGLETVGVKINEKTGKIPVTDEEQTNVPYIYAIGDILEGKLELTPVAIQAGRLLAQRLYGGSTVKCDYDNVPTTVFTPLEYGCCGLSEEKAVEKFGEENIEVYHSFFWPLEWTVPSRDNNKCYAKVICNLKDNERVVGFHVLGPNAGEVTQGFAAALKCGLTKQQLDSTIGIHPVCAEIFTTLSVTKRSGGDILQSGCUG
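Rat TrxR1, dispensed at 90 nM, was prereduced with 400 uM NADPH (final) for 5 min at ~22 deg C, then incubated with compound 15 min before 400 uM selenite. A first-read NADPH fluorescence drop versus no-compound background flagged substrates.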
TRHR ag: activates the human TRH receptor; P34981; TRHR cells, calcium flux fluo-8, FDSS agonist mode; activation, % at 2 µM; actives 0.18% (n = 360,000); in the data active = activation above about 30%; also: 0% is about no effect
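TRHR-expressing cells loaded with fluo-8 calcium dye; 23 nL library compound pin-transferred, kinetic FDSS fluorescence (Ex 480/Em 530) recorded about 180 s for agonist-induced calcium release, before a 10 nM TRH EC20 addition for potentiator mode.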
D2 antag: antagonizes the human D2 dopamine receptor. HEK293 TREx D2 cells, calcium flux, dopamine EC80. inhibition, % at 10 µM. AID 485344. P14416. actives 2% (n = 340,000); in the data active = inhibition above about 30%; also: 0% is about no effect
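Inhibition of EC80 dopamine-driven calcium flux, recorded kinetically, defines activity here; cells are a tetracycline-induced HEK293 T-REx line expressing force-coupled D2.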
D2 ag: D2 dopamine receptor (human) agonism. P14416. actives 0.53% (n = 340,000). HEK293 T-REx D2 cells, calcium flux agonist mode. activation, % at 2 µM;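 active = activation over 3 SD above normal in the single-dose calcium agonist read, cut at about 30% in these data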; also: 0% is about no effect
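Calcium-flux readout, 1 cycle/sec over 180 s following compound pin transfer, in inducible HEK293 Trex D2 cells (force-coupled); dopamine controls included. Positive calcium responses during this window marked compounds as potential agonists.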
rTrxR1 inhibitor: rat TrxR1 inhibition. O89049. AID 588453. recombinant rTrxR1, NADPH fluorescence consumption, selenite substrate. Potency, µM (series often up to 114 µM), for the others: at the top dose activity change, negative = inhibition, usual class: inhibitors. actives 1% (n = 390,000); also: potency is read from the fitted curve at half-maximal effect; % is scaled to controls: 0 for no effect and ±100 for the full control effect; nearly all actives have a fitted effect of over 65% in size
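Rat TrxR1 (90 nM in the dispensed reagent) was pre-reduced with 400 uM NADPH for 5 min at room temperature, then incubated with compound for 15 min. After 400 uM selenite was added, NADPH fluorescence (Ex 340/Em 450 nm) was followed for 8 min.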
* = called active by the depositor; ? = inconclusive; . = not tested or not shown; & = joins results of further samples; [ ] = remark or other dose. Unless noted, calls follow the shape of the dose curve; as a rule, active = well fitted inhibition curve with a large enough effect; inconclusive = small, poorly fitted or top-dose-only effect; inactive = no such curve, though single readings can be large or run the other way.

SMILES | TRHR PAM | PI4K2A inh | IDH1 R132H inh | USP1-UAF1 inh | TrxR1 substrate | TRHR ag | D2 antag | D2 ag | rTrxR1 inhibitor
O=S(=O)(c1cccc2ccccc12)N1CCC2CC1c1cc(-c3ccc(F)cc3)ccc12 (configuration not stated) | . | 0 | 4%[38.3 µM] | -11% | -1% | . | . | . | 28%
NC(=O)c1oc2ccccc2c1NC(=O)C1CCCCC1 | 38* | 2 | 8% | 11% | 4% | 0.2 | 8 | 0.3 | 21%
Cc1ccc(-c2nc(CS(=O)CC(=O)NCCN3CCCCCC3)c(C)o2)cc1 (configuration not stated) | 6 | -1 | -5% | -11% | -2% | -0.4 | -14 | 0.9 | 22%
CC(=O)N1CN(C2CCCC2)Cc2c1sc1c2CCCC1 | -8 | 1 | -1% | -9% | 13% | 0.3 | -17 | 0.7 | ?
CC(=O)Oc1ccccc1N(C(C)=O)S(=O)(=O)c1ccc2ccccc2c1 | -9 | -3 | 7% | 1% | 6%[57.1 µM] | -0.2 | -12 | 0.9 | 17%[57.1 µM]
CCCOc1cccc(C(=O)N(Cc2ccc(OC)c(OC)c2)C2CCS(=O)(=O)C2)c1 (configuration not stated) | -1 | -3 | 3% | -2% | 7% | 0.1 | -4 | 0.4 | 16%
CCCCCC(=O)Nc1cc(S(=O)(=O)N2CCOCC2)ccc1N1CCN(C)CC1 | 0 | -5 | 13% | -9% | 2% | 0.2 | 8 | 0.3 | 22%
CC1CCCN(C/C=C/c2ccccc2[N+](=O)[O-])C1 (configuration not stated) | 10 | 2 | 12% | 1% | 1% | 0.0 | 15 | -1.0 | 3%
CCCn1c(=O)c2[nH]c(-c3ccc(OCC(=O)Nc4ccc(C#N)cc4)cc3)nc2n(CCC)c1=O | 2 | 0 | -3% | 9% | 0% | -0.3 | -13 | 2.4 | 16%&3%
Cc1ccccc1Cn1c(=O)n(CCCC(=O)NCc2ccco2)c(=O)c2sccc21 | 0 | 5 | 2% | -4% | 2% | -1.6 | -16 | 0.1 | 14%
Cc1ccc(S(=O)(=O)N2CCC(=O)N(C(COCc3ccccc3)C(C)C)CC2)cc1 (configuration not stated) | -8 | -1 | 9% | -11% | 1% | 0.2 | 6 | 1.1 | 10%[57.1 µM]
N=c1c(C(=O)NC2CCCC2)cc2c(=O)n3ccccc3nc2n1C1CCCCC1 | -6 | 2 | 4% | -7% | 218%[activator][57.1 µM] | -0.2 | 8 | -0.7 | 122%[activator][57.1 µM]
Cc1ccc(C)c(OCCC(=O)OCC(=O)NCCNC(=O)COC(=O)CCOc2cc(C)ccc2C)c1 | 1 | -1 | -7% | -11% | 0%[57.1 µM] | 0.1 | -2 | -0.4 | 2%[57.1 µM]
COc1ccc(C)cc1NC(=O)C(=O)c1cn(CC(=O)N2CCCC2)c2ccccc12 | 2 | -8 | 5% | -22% | -8% | 0.5 | -8 | 0.4 | 5%
Cc1cccc(NC(=S)Nc2cccc3ccccc23)c1 | 3 | -1 | 1% | -26% | 27% | -0.4 | 1 | -0.5 | -32%
CCN(CC)C(=O)C1CCCN(C(=O)c2cc(COc3ccc4ncccc4c3)on2)C1 (configuration not stated) | 2 | -4 | 8% | -16% | 7% | 0.3 | 4 | 0.3 | 18%
CCOC(=O)c1c(NC(=O)CS(=O)(=O)c2cn(CC)c3ccccc23)sc2c1CCCCC2 | -2 | 1 | 15% | -20% | -1%[57.1 µM] | 0.7 | 5 | 0.4 | 1%[57.1 µM]
CC(=O)Cc1nsc(NC(=O)c2ccc(F)cc2)n1 | -3 | 5 | -2% | -9% | 11% | 0.0 | -3 | -0.7 | 20%
CCOC(=O)c1cccc(NC(=O)c2cnn(-c3ccccc3)c2-n2cccc2)c1 | -4 | -12 | -13% | -5% | -1% | -2.7 | . | -1.2 | 16%
Cn1c(=O)c(Nc2ccc(O)cc2)c2c3c(cccc31)C(=O)c1ccccc1-2 | -2 | -21 | 5% | -6% | -16% | 0.1 | 5 | 3.5 | -29%
CN(Cc1ccccc1)C(=O)c1ccccc1N(C)S(=O)(=O)c1ccccc1 | -10 | -1 | 0% | -17% | -2%[57.1 µM] | -0.1 | 2 | 0.5 | -5%[57.1 µM]
COc1ccccc1-n1c(C)nc2cc(C(=O)NCC3CCCO3)ccc21 (configuration not stated) | 1 | -4 | -6% | -8% | 6% | 0.8 | . | . | 25%
COc1cccc(N(CC(=O)NC2CCCCC2)C(=O)CCCC(=O)Nc2ccccn2)c1 | 0 | 11 | 0% | ? | 7% | 0.2 | -11 | 2.1 | 30%
COc1ccccc1-c1cc(C(F)(F)F)nc(NCc2ccco2)n1 | -11 | -4 | 4% | -9% | -2% | 0.6 | -9 | 1.0 | -34%
Cc1ccccc1NC(=O)CSc1ccsc1[N+](=O)[O-] | -6 | -10 | 4% | -17% | 2% | 0.0 | -2 | 0.2 | -20%
More records
SMILES | TRHR PAM | PI4K2A inh | IDH1 R132H inh | USP1-UAF1 inh | TrxR1 substrate | TRHR ag | D2 antag | D2 ag | rTrxR1 inhibitor
COc1ccc(C2CC(c3ccc(C)cc3)Nc3nc(N)nn32)cc1 (configuration not stated) | 3 | -2 | 3% | -11% | -4% | 2.0 | 4 | -0.9 | -3%
CCOc1ccc2cc(C(=O)NCc3ccccc3)c(=N)oc2c1 | 7 | 3 | -5% | -35% | 20% | -0.6 | -8 | -3.9 | 8%
O=S(=O)(c1ccccc1)N1CN(Cc2ccc(F)cc2)c2nc3ccccc3nc21 | -1 | -5 | 7% | -23% | 5% | 0.1 | 1 | -0.4 | 11%
COc1cc(/C=N/n2nnnc2N)cc(OC)c1OC | 4 | 0 | 1% | -12% | 10% | 0.7 | . | . | 15%
COc1ccc(C(=O)Nc2nc3ccccc3s2)cc1 | -9 | -2 | 18% | -12% | 8%[2.29 µM] | -0.3 | 16 | -0.8 | -1%
NC(=O)c1ccccc1NC(=O)CSc1nc2c(c(=O)[nH]1)CCCC2 | 2 | 1 | 12% | -7% | 8% | -0.2 | -5 | -0.9 | 20%
Cc1ccc(C)c(NC(=O)CCN2CCN(C)CC2)c1 | -1 | 1 | -3% | -6% | -8% | 0.0 | -1 | -0.2 | 7%[57.1 µM]
COc1ccc(Cn2c(CO)cnc2SCc2cccc(C)c2)cc1 | 8 | -2 | -3% | -21% | -3%[57.1 µM] | -0.6 | . | -0.9 | 1%[57.1 µM]
CCn1c(C)nnc1SCC(=O)Nc1ccc2c(c1)OCCO2 | 6 | -3 | 3% | -14% | 2%[57.1 µM] | 0.0 | -15 | -1.3 | 15%[57.1 µM]
CCC(C)c1ccc(O)c(/C=N/O)c1 (configuration not stated) | -1 | -4 | -3% | -9% | 0% | 0.0 | . | . | 0%
Cc1cc(C)c(NC(=O)Cn2c(=O)n(CCC(=O)N3CCc4ccccc4C3)c(=O)c3ccccc32)c(C)c1 | 6 | 1 | -3% | -15% | 9% | -1.5 | . | 0.1 | 13%
CC(O)Cc1cn(CC(=O)N2CCN(C(=O)OC(C)(C)C)CC2)nn1 (configuration not stated) | 4 | -1 | 15% | -26% | 2% | -1.1 | -1 | 0.2 | 13%
COc1ccc(Br)cc1S(=O)(=O)n1nc(C)cc1C | -4 | 1 | -5% | -11% | -5% | -0.7 | . | . | 20%
COc1ccccc1C(c1nnnn1Cc1ccccc1)N1CCC(C(N)=O)CC1 (configuration not stated) | -5 | 0 | 12% | 0% | -6% | 0.0 | -8 | -1.6 | -5%
Cn1cccc1-c1cc(C(=O)N2CCc3c([nH]c4ccccc34)C2c2ccccn2)[nH]n1 (configuration not stated) | 4 | -1 | -1% | -18% | 3%[11.4 µM] | -0.9 | 13 | -1.5 | -2%[11.4 µM]
Cc1ccc2nc3c(c(C(=O)OC4CCOC4=O)c2c1)CCCC3 (configuration not stated) | -4 | -3 | 5% | -17% | 2%[57.1 µM] | -0.3 | 1 | 1.0 | ?
COc1ccc(CNC(=O)c2ccc(Cn3nc(C)cc3C)o2)cc1 | 2 | 4 | 3% | -19% | 6% | -0.4 | 5 | -0.3 | 15%
COC(=O)c1cc(-c2c(-c3ccc4c(c3)OCO4)noc2-c2ccsc2)cc([N+](=O)[O-])c1 | 0 | -4 | 9% | ? | 4%&7% | -0.1 | 15 | 13 | 8%&25%
O=C(N(Cc1ccccc1)c1ccccn1)C12CC3CC(CC(C3)C1)C2 | -4 | 5 | -1% | -14% | -4% | -0.1 | -4 | 3.9 | 8%
CN(C)CCCN(C(=O)c1ccc(S(=O)(=O)N2CCCCCC2)cc1)c1nc2c(F)cc(F)cc2s1 | 9 | -3 | 7% | -22% | -3% | 0.3 | 7 | -0.2 | 0%
O=C(NCc1cccnc1)c1cccnc1Sc1ccc(Cl)cc1 | 12 | -4 | 6% | -10% | 9% | -0.1 | -8 | -0.1 | 13%
COc1cc(Cl)cc(C2NC(=S)NC(c3ccccc3)=C2C(C)=O)c1OCC(=O)O (configuration not stated) | -12 | 0 | -1% | ? | -11% | -1.2 | -13 | -0.1 | 11%[57.1 µM]

Reformatted: entries from further up
Molecule	TRHR PAM	PI4K2A inh	IDH1 R132H inh	USP1-UAF1 inh	TrxR1 substrate	TRHR ag	D2 antag	D2 ag	rTrxR1 inhibitor
Cc1ccc2nc3c(c(C(=O)OC4CCOC4=O)c2c1)CCCC3 (configuration not stated)	-4	-3	5%	-17%	2%[57.1 µM]	-0.3	1	1.0	?
COc1ccc(CNC(=O)c2ccc(Cn3nc(C)cc3C)o2)cc1	2	4	3%	-19%	6%	-0.4	5	-0.3	15%
COC(=O)c1cc(-c2c(-c3ccc4c(c3)OCO4)noc2-c2ccsc2)cc([N+](=O)[O-])c1	0	-4	9%	?	4%&7%	-0.1	15	13	8%&25%
O=C(N(Cc1ccccc1)c1ccccn1)C12CC3CC(CC(C3)C1)C2	-4	5	-1%	-14%	-4%	-0.1	-4	3.9	8%
CN(C)CCCN(C(=O)c1ccc(S(=O)(=O)N2CCCCCC2)cc1)c1nc2c(F)cc(F)cc2s1	9	-3	7%	-22%	-3%	0.3	7	-0.2	0%
